PMI act satM6P: PMI (human) activation, high substrate; actives 0.34% (n = 190,000); P34949; activation factor at 20 µM; coupled PMI enzyme assay, resazurin fluorescence, 20 min; stronger effect = higher value; 1 = untreated enzyme, 0 = substrate-free blank; AID 1216;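 active means activation factor of 2 or more at 20 µM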
Target sequence (P34949 whole entry, looked up): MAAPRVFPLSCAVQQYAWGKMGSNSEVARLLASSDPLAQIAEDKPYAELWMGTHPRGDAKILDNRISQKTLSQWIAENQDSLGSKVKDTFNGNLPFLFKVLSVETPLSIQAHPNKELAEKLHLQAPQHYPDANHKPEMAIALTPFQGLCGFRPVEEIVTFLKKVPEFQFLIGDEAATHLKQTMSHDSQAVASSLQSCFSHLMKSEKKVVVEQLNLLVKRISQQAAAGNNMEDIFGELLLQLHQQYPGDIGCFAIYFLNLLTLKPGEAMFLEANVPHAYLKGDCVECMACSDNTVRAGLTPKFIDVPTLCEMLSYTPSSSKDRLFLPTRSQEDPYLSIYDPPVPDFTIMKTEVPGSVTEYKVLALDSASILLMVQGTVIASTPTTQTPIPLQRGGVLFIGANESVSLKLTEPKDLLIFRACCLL
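Test system – human PMI in coupled enzyme assay · Timing – 20 min incubation at room temperature · Detection – Diaphorase-driven resazurin-to-resorufin fluorescence, excitation 544, emission 590 nm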
Lmaj promast: inhibitors of Leishmania major promastigote growth; Leishmania major promastigotes, resazurin fluorescence viability; inhibition, % at 10 µM; actives 9% (n = 200,000); AID 1063; in the data active means inhibition above about 50%;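 further: promastigotes grown with compound for 44 hours at 28 °C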
S1P3 antagonist: blocks the human S1P3 receptor | inhibition, % at 4.98 µM | AID 485 | Q99500 | actives 0.27% (n = 170,000) | CHO S1P3 NFAT-BLA reporter, FRET fluorescence, antagonist mode;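 active means inhibition above the plate cutoff, the mean inhibition of test wells on that plate plus 3 SD, cut at about 28% in these data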;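 further: cells challenged with S1P at its EC80 of 0.8 µM; blue over green emission ratio from cleaved BLA substrate after 4 h stimulation; 0% = S1P-stimulated wells and 100% = unstimulated DMSO-only wells; some compounds past the cut are filed as inactive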
TNAP inh hiacc: TNAP (human) inhibition, high acceptor. P05186. purified TNAP, CDP-star luminescence, 1 M DEA. inhibition, % at 20 µM. actives 0.03% (n = 200,000);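 active means over 50% inhibition of tissue-nonspecific alkaline phosphatase at 20 µM in the single-dose screen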;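 further: plate controls were DMSO wells for no effect and EDTA-quenched wells as full inhibition for full effect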
Target sequence (P05186 whole entry, looked up): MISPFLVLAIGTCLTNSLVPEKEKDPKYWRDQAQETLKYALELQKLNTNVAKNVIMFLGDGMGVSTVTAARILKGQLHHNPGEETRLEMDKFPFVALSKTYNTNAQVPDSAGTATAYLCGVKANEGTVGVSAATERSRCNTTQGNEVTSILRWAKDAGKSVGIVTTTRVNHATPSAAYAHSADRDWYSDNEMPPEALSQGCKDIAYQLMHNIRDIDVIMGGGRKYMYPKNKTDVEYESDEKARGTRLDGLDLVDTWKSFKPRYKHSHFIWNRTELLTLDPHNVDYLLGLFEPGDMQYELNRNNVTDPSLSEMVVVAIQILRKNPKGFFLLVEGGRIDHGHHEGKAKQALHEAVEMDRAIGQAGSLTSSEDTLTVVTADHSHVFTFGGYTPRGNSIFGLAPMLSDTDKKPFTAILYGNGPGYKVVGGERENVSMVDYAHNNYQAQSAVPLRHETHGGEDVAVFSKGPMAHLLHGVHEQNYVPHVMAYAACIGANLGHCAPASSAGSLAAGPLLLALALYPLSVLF
PMI act: phosphomannose isomerase (human) activation | activation factor at 20 µM | purified human PMI, coupled resazurin fluorescence, 20 min; stronger effect = higher value; 1 = vehicle control, 0 substrate-free wells | actives 0.005% (n = 190,000) | P34949;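 active means activation factor of 2 or more at 20 µM, relative to plate controls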
DTT redox prof: compounds producing H2O2 with reducing agent – biochemical, NIH compound library profiling, artefact control for MLSCN library redox annotation, primary screen; activation, % at 10 µM; DTT-dependent redox cycling H2O2, phenol red/HRP absorbance; 100% = 100 µM peroxide control, 0% = buffer; actives 0.03% (n = 200,000);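 active means activation of at least 50% relative to the plate's high and low controls in the primary single-dose screen; inactive means activation below 50%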;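 further: compound incubated with DTT at 0.8 mM final as the reducing agent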
Hsp70 activator: Hsp70 transcriptional activation, primary screen | HeLa Hsp70 promoter luciferase reporter, luminescence; scaled: vehicle 0, proteasome-inhibitor control 100% | activation, % at 10 µM | actives 0.04% (n = 200,000);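 active means activation above the mean across all tested compounds plus 3 SD, cutoff set per campaign, cut at about 5.5% in these data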;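 further: 100% = MG132 at 30 µM as the positive control and 0% = DMSO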
TNAP inh noacc: inhibitors of human TNAP without phosphate acceptor; AID 1012; inhibition, % at 20 µM; purified TNAP, CDP-star luminescence, 30 min; P05186; actives 0.26% (n = 200,000);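 active means tissue-nonspecific alkaline phosphatase inhibition above about 50% at 20 µM in the single-dose screen, limit read from the data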;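 further: 0% = DMSO negative control and 100% = EDTA positive control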
Efa HMGR inh: inhibitors of class II HMG-CoA reductase from Enterococcus faecalis; inhibition, % at 10 µM; actives 0.41% (n = 190,000); purified E. faecalis HMGR, NADPH absorbance 340 nm kinetic;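 active means inhibition above a set limit, the median over all tested compounds plus 3 SD, cut at about 9.5% in these data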;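 further: enzyme runs in reverse so mevalonate oxidation gives rising NADPH absorbance; 0% = complete reaction with DMSO and 100% = background rate lacking mevalonate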
RAM network inh: yeast RAM network inhibition | inhibition, % at 50 µM | actives 1.8% (n = 190,000) | AID 868 | S. cerevisiae dse1pr::URA3 reporter, 5-FOA growth OD615, 2 d; analog-sensitive cbk1-as2 kinase mutant strain;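 active means inhibition above a set limit, 3 SD over mean compound inhibition, cut at about 8.4% in these data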;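 further: 0% = DMSO-only wells with no growth and 100% = 10 µM 1-NA-PP1 full growth; inhibition rescues growth on 5-FOA so higher OD means more RAM inhibition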
An asterisk follows results filed as active; / = no result given.

Molecule	PMI act satM6P	Lmaj promast	S1P3 antagonist	TNAP inh hiacc	PMI act	DTT redox prof	Hsp70 activator	TNAP inh noacc	Efa HMGR inh	RAM network inh
CN(C)c1ccc(/C=C(\C#N)C(=O)NCc2ccco2)cc1	1.1	-6	-19	8	1	1.3	-0.1	26	5	7.7
Cc1cc(C(=O)CCl)c(C)n1Cc1ccco1	1	100*	3	-1	1.2	-0.9	-0.1	-7	-5	-0.1
CCN(CC)CCN1C(=O)c2ccccc2NC1c1ccc(C)cc1 (stereo unspecified)	1	57*	/	1	0.9	0.3	-0.2	-4	-5	-0.2
COc1ccccc1C(=O)NC(=S)NNC(=O)c1sc2ccccc2c1Cl	1.1	90*	-12	0	1	0.1	-0.1	-13	-8	1.3
O=C(NCc1ccco1)c1cc(-c2ccc3c(c2)OCO3)on1	1	-2	18	-4	0.9	0.1	0.1	-14	-7	0.9
N#C/C(=C/c1ccc(N2CCCCC2)cc1)c1cccc(F)c1	1	99*	13	2	0.9	2.1	-0.1	-7	3	1.6
CNc1nc(SCc2ccccc2Cl)nc2c1CCCC2	0.9	88*	/	2	0.9	2.1	-0.3	-12	1	0.8
Cc1n[nH]c(=O)nc1N1CCN(c2ccccc2)CC1	1	-8	-7	-2	1	1.3	-0.1	0	-3	0.1
CC(C)(C)n1nc2c(c1NC(=O)c1ccc(S(=O)(=O)N3CCCC3)cc1)CSC2	1	-3	/	-4	0.9	-0.1	-0.1	0	3	6.2
CCNCC(=O)Nc1ccc(N2CCOCC2)cc1	1.2	11	-18	1	1.3	0.4	0.1	-12	-2	2.1
O=C(NN=C1CCCCCCCCCCC1)c1cccnc1	1.2	-6	3	-6	1.2	-1.5	-0.1	-3	-2	4.8
CC1=C(C(=O)Nc2ccccc2C)C2(CCCCC2)C(C(N)=O)C(=S)N1 (stereo unspecified)	2*	-1	-8	-1	1.5	-0.8	-0.3	-21	-3	0.5
O=C(Nc1ccccc1C(=O)NC(Cc1ccc(O)cc1)C(=O)O)c1ccccc1 (stereo unspecified)	1	36	-27	1	1	-1.0	-0.1	-4	-5	1.0
Cc1ccc(Oc2nc(C(F)(F)F)nc3ccccc23)cc1	0.8	-3	/	1	0.8	3.8	0.0	-2	-5	5.9
COc1ccc(S(=O)(=O)NCc2ccccc2)cc1	1	-7	/	-7	1	0.3	-0.3	-12	0	-0.5
O=C(Nc1ccc(Cl)cc1Cl)c1n[nH]c(Cn2cncn2)n1	1	-15	/	-1	1.1	2.0	-0.2	6	6	0.7
CC(=O)C1=C(O)C(=O)N(CCC(=O)O)C1c1cccc(F)c1 (stereo unspecified)	1.4	-5	11	-2	1.2	0.6	0.0	-7	0	0.1
O=C(CCNc1n[nH]c(=O)[nH]c1=O)N1CCOCC1	0.9	-2	-14	-6	1	-1.4	0.3	-15	-2	-0.7
COc1ccc(-c2cn3cc(Br)cnc3n2)cc1	1.9	-2	-2	-2	1.7	-0.7	-0.1	-3	-5	3.8
CCCc1nnc(SCc2ccc(OCC)cc2)n1N	0.9	-9	/	3	0.8	-1.7	-0.2	-3	-4	5.3
COc1ccc(S(=O)(=O)NN(C)C(=O)c2nn(-c3ccccc3)ccc2=O)cc1	0.9	-4	-8	-7	0.9	0.5	0.7	-12	-2	3.5
O=S(=O)(N/N=C/c1ccc(Cl)cc1)c1ccc(Cc2ncc(C(F)(F)F)cc2Cl)s1	0.9	-7	/	-1	0.8	0.2	0.3	-2	-8	7.9
CN=C(c1ccc(C)cc1)n1c(=S)nc(-c2ccc(C)cc2)n(C)c1=S	0.9	-3	-27	-2	0.6	0.7	0.2	-50	-1	5.4
Cc1ccc(NC(=O)N2N=C(c3ccc(F)cc3)CC2c2ccc(F)cc2)cc1 (stereo unspecified)	1	15	1	-6	0.9	1.0	-0.1	-9	0	3.4
COc1ccc(-c2nnc(NC(=O)c3ccc(S(=O)(=O)N4CCCc5ccccc54)cc3)o2)cc1	1	99*	-2	-5	1	2.6	0.0	-10	2	2.5
CCOC(=O)C1=C(C)Nc2ncnn2C1c1ccccc1F (stereo unspecified)	1.2	-2	23	-1	1.1	0.3	-0.3	-19	-3	1.2
CCCc1[nH]nc2c1C(c1ccc(O)cc1OCC)C(C#N)=C(N)O2 (stereo unspecified)	0.9	56*	-30	40	0.9	0.0	-0.4	44	1	1.1
COc1ccc(C2CC(=O)C3=C(C2)Nc2ccccc2N(C(=O)C2CC2)C3c2cccnc2)cc1OC (stereo unspecified)	1	-1	1	-5	0.9	-0.2	-0.2	-14	-8	3.4
Cc1ccc2c(c1)C1CCCC3C1N2CC(=O)N3Cc1ccccc1 (stereo unspecified)	0.9	3	/	-3	0.8	0.3	-0.3	-5	0	3.7
Cc1cccc(C)c1NC(=O)COC(=O)c1cccnc1	0.9	-6	-1	-1	0.9	-0.1	-0.2	-9	-8	1.4
C/C(=N/NC(=O)Cc1cccn1C)c1ccccc1	1	-6	/	-4	1	1.7	-0.1	-8	-4	0.1
Cc1ccc2cc(C)c3nnc(SCC(=O)N4CCN(C(=O)c5ccco5)CC4)n3c2c1	0.9	0	/	-2	1	1.0	0.0	3	0	2.5

Arranged by value in DTT redox prof (descending): 3 of the compounds above.
compound,DTT redox prof
C/C(=N/NC(=O)Cc1cccn1C)c1ccccc1,1.7
COc1ccc(S(=O)(=O)NN(C)C(=O)c2nn(-c3ccccc3)ccc2=O)cc1,0.5
CCCc1nnc(SCc2ccc(OCC)cc2)n1N,-1.7

(list continues)
Molecule	PMI act satM6P	Lmaj promast	S1P3 antagonist	TNAP inh hiacc	PMI act	DTT redox prof	Hsp70 activator	TNAP inh noacc	Efa HMGR inh	RAM network inh
CCc1ccc(OCC(=O)NC(=S)Nc2ccc(Br)c(C)n2)cc1	1.1	-6	-13	-5	1	0.1	-0.3	-6	0	4.3
O=S(=O)(c1ccc(-n2cnnn2)cc1)N(C1CCCCC1)C1CCCCC1	0.9	-2	26	-7	0.9	2.8	-0.2	-14	0	6.1
Cc1cc(=O)[nH]c(N2CCCC2)n1	0.9	-2	14	0	0.8	2.2	-0.2	-3	-2	2.5
CCOC(=O)Cn1c(=NC(=O)CN2C(=O)CCC2=O)sc2cc(S(N)(=O)=O)ccc21	0.9	-8	-1	-2	0.9	-0.2	-0.2	-16	-3	1.1
CCOC(=O)N1CC=C2C(C#N)=C(N)C(C#N)(C#N)[C@H](c3cccs3)C2C1 (stereo partly specified)	0.9	6	/	0	1	0.6	-0.3	-4	-9	2.5
O=C(CN1C(=O)NC2(CCCCC2)C1=O)Nc1ccccc1Cl	0.9	-3	-20	-8	0.9	-1.2	0.4	-16	-2	1.5
CCc1nc2ccccc2c(=O)n1NC(=O)c1c(O)c2ccccc2[nH]c1=O	1.1	-5	6	-6	1	-1.8	-0.2	2	-7	5.4
C1=C(c2ccccc2)Nc2ccccc2N=C1c1ccccc1	1	7	13	-2	1	-0.4	-0.3	-5	-4	1.9
COc1ccc(Cn2c(=O)c3cccnc3n(Cc3ccc([N+](=O)[O-])cc3)c2=O)cc1	1	18	-5	-3	1	-0.5	0.1	0	-4	1.4
CCOC(=O)C1=C(COc2ccc(C)cc2)NC(=O)NC1c1cc(C)ccc1C (stereo unspecified)	1	1	2	-4	0.9	1.5	-0.5	-6	-4	6.3
O=C(COc1ccc2ccccc2c1)N1CCN(C(=O)c2cccs2)CC1	1	-4	/	-1	1	0.6	-0.1	-11	1	0.1
O=C(Nc1ccc2c(c1)OCO2)c1ccc(S(=O)(=O)NCC2CCCO2)cc1 (stereo unspecified)	1	0	24	-7	1	0.0	-0.3	-4	1	0.7
O=[N+]([O-])/C=C/c1cn(Cc2ccc(F)cc2)c2ccccc12	1	99*	/	2	0.9	-3.5	0.4	0	1	5.8
O=C(NC(=S)N1CCN(c2ccc([N+](=O)[O-])cc2)CC1)c1ccccc1F	0.9	-7	2	14	1	-0.1	0.2	2	-2	3.6
CCOC(=O)C1(CCc2ccccc2)CCN(C(=O)C2=C(C)OCCO2)CC1	0.9	14	-1	-4	0.9	-1.3	0.4	-5	-2	-0.6
O=C(O)c1ccc(-n2c(-c3ccc(Br)cc3)n[nH]c2=S)cc1	1.1	-4	/	-7	1	0.1	0.2	-8	-1	3.9
O=C(Nc1ccccc1)O/N=C/c1ccccc1Cl	1	5	/	-7	1	-0.2	-0.2	-10	0	-1.1
O/N=C(\c1ccccn1)C1CC1c1ccccc1 (stereo unspecified)	1.1	-8	-2	-5	1.1	-1.2	-0.1	43	-5	2.3
Cc1ccc(C(C(=O)Nc2ccc3c(c2)OCO3)N(C)C(=O)Cc2c[nH]c3ccccc23)cc1 (stereo unspecified)	0.9	70*	-6	-5	0.9	-0.5	-0.6	-10	-7	5.0
COc1ccc(-c2csc3ncnc(Nc4ccc(O)cc4)c23)cc1	0.8	-6	-13	-5	0.9	0.7	-0.1	-7	0	5.8
O=C(Nc1c(C(=O)NCc2ccco2)cnn1-c1ccccc1)c1ccc(F)cc1	1.2	-1	7	-1	1	-0.8	-0.6	-1	-4	-0.5
CC(=O)Nc1cc(C(=O)NCc2ccco2)ccc1Sc1ccc(C)cc1	1.1	75*	-1	-8	1	-0.3	0.0	-2	-1	2.0
Cc1cc(C)n2nc(SC(C)C(=O)NCc3ccco3)nc2n1 (stereo unspecified)	0.9	-6	-9	-6	1	2.1	-0.3	-11	-1	-0.2
Cc1nn(Cc2ccc(Cl)cc2Cl)c(C)c1NC(=O)CCl	1.3	45	/	-3	1.3	0.7	0.6	-8	-4	1.5
CCOC(=O)COc1cc2c3c(c(=O)oc2cc1C)CCCC3	1	-1	-26	-7	0.9	0.3	-0.4	-14	2	3.7
COc1ccc(C(=O)CSc2nnc(-c3ccc(S(=O)(=O)N4CCOCC4)cc3)o2)cc1	1	-4	-54	-7	1	6.1	-0.2	-10	1	8.0
CCOc1ccc(C2=NNC(c3cccs3)=Nc3ccc(OC)cc32)cc1OCC	0.8	67*	/	-3	0.9	-1.2	-0.1	-7	-5	4.0
Cc1cccn2c(/C=N/OCc3cccc(F)c3)c(-c3ccc(Cl)cc3)nc12	1	56*	/	4	1	-3.2	-0.2	-1	0	9.3*
CCC(=O)N1CCN(c2cc(N3CCN(C)CC3)c(F)cc2[N+](=O)[O-])CC1	1	38	17	8	1	0.2	-0.4	2	-4	0.1
Cc1nc(NCc2ccco2)nc2c1C(=O)CC(C)C2 (stereo unspecified)	1	-5	-5	-2	1	2.1	-0.4	1	-1	-0.4
CN(c1ccccc1)c1nc(-n2ccnc2)nc(-n2ccnc2)n1	0.9	6	17	-2	0.9	2.7	-0.4	-6	-3	0.1
Cc1cc(C)c(C)c(OCC(=O)NCc2nc(-c3ccccc3)no2)c1	0.9	-7	-7	-8	0.9	-3.3	-0.2	-12	-1	2.0

Assay outcomes deposited in PubChem by several laboratories.

Rows were taken by chance. Share with any hit: about 12%.
